# Assay outcomes from PubChem BioAssay.
# MCL1-BIM inh: inhibitors of MCL1 binding to BIM-BH3, primary screen, biochemical, fluorescence polarization | GST-MCL1 / FITC-Bim-BH3 fluorescence polarization | actives 0.68% (n = 320,000) | inhibition, % at 10.9 µM | AID 2057, 2009 | Induced myeloid leukemia cell differentiation protein Mcl-1 (Homo sapiens), Q07820;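 active = inhibition above the mean inhibition of all tested compounds plus 3 SD, set per campaign, cut at about 40% in these data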;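 note: 0% = DMSO wells and 100% = unlabeled Bim-BH3 peptide control; higher means more loss of mP so more displacement of Bim peptide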
# GLD-1 TGE inh: GLD-1/TGE RNA complex disruptors, primary screen, biochemical, fluorescence polarization. Female germline-specific tumor suppressor gld-1 (Caenorhabditis elegans), Q17339. purified GLD-1 + fluorescein TGE RNA. inhibition, % at 5.96 µM. actives 0.44% (n = 320,000). AID 2280, 2010;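 active = percent inhibition above a per-plate cutoff, the plate mean of test compounds plus 3 SD, cut at about 30% in these data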;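 note: 0% = DMSO wells with GLD-1 and probe and 100% = wells lacking GLD-1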
# Yeast superoxide: reduction of superoxide in aged yeast, primary screen, HTS | AID 2690, 2010 | superoxide response (% of plate mean), % at 10 µM | actives 0.18% (n = 330,000) | S. cerevisiae aged cells, superoxide DHE fluorescence; stronger effect = lower value;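 active = superoxide response under a set limit, about three screen SD below normal, cut at about 65% in these data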;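 note: yeast aged for seven days with compound at 30 °C before DHE staining; 100% = average MFI of all compound-treated wells on the plate with controls excluded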
# EBNA-1 inhibitor: EBNA-1 DNA-binding inhibitors, primary screen, biochemical, fluorescence polarization; inhibition, % at 14.8 µM; actives 0.34% (n = 300,000); AID 1950, 2009; in the data active = inhibition above about 28%
# ZTA counter: counter-screen for EBNA-1 inhibitors: inhibitors of Epstein-Barr virus ZTA | ZTA-DNA binding, fluorescence polarization | inhibition, % at 11 µM | actives 0.15% (n = 320,000); in the data active = inhibition above about 33%
# Target sequence (P03206 whole entry, looked up): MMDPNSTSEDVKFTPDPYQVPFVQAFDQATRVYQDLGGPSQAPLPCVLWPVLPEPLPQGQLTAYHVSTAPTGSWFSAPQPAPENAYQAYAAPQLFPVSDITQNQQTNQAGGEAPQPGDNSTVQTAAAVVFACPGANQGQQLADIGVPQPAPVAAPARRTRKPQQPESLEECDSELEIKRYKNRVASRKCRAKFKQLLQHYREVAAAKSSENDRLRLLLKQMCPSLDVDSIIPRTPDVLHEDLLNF
# Fam108B counter: mouse Fam108B serine hydrolase inhibitors, primary screen, counter-screen for RBBP9 inhibitor project, biochemical, fluorescence polarization; recombinant Fam108B, FP-Rh probe fluorescence polarization; inhibition, % at 9.51 µM; actives 0.33% (n = 300,000); AID 1947, 2009;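 active = inhibition above the screen mean inhibition plus 3 SD, computed separately per campaign, cut at about 18% in these data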;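 note: inhibitors lower polarization as less probe binds the enzyme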
# MEX-5 binding: MEX-5 zinc finger RNA-binding disruptors – biochemical, C. elegans, fluorescence polarization, MLPCN library, primary screen; AID 1832, 2009; MEX-5/FITC-TCR2 RNA binding; stronger effect = lower value; Zinc finger protein mex-5 (Caenorhabditis elegans), Q9XUB2; actives 0.38% (n = 300,000); activity score (negative = inhibition of binding), % at 10 µM;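 active = inhibition past about -25% in most replicates, and total fluorescence under double the plate's negative control median, limit read from the data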;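 note: 0% = DMSO and -100% = 5 µM competing unlabeled TCR2 RNA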
# Target sequence (Q9XUB2 whole entry, looked up): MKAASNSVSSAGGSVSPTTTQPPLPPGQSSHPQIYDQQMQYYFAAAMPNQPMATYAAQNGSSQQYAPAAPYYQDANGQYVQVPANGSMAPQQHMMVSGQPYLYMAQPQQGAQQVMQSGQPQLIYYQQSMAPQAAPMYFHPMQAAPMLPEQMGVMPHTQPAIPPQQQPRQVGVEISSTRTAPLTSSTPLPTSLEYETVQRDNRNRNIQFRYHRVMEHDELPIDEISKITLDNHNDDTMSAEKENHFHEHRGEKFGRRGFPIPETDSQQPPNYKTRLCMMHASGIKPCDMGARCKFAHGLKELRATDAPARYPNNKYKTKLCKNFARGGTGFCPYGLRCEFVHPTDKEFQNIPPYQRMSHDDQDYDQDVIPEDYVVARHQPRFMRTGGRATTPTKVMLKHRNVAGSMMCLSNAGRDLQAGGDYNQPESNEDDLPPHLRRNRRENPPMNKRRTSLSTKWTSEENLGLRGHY
# BCLXL inh: inhibitors of human Bcl-xL, primary screen, biochemical, fluorescence polarization, HTS; Bcl-2-like protein 1 (Homo sapiens), Q07817; GST-Bcl-xL / FITC-Bim BH3 peptide fluorescence polarization; inhibition, % at 10.9 µM; actives 0.7% (n = 320,000);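 active = inhibition above the mean of all tested compounds plus 3 SD, cutoff set per campaign, cut at about 30% in these data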;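 note: 0% = DMSO wells and 100% = unlabeled Bim-BH3 peptide competitor; inhibitors lower millipolarization by displacing the labeled peptide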
# Target sequence (Q07817 whole entry, looked up): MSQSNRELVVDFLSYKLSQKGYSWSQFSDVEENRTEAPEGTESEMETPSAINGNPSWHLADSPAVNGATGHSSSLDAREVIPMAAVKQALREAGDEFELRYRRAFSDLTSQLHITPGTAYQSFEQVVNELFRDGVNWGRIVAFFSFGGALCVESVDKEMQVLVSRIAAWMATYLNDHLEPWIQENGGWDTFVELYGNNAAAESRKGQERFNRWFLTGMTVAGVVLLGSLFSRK
# Efflux pump inh: inhibitors of Candida efflux pumps in yeast, primary screen, S. cerevisiae, Nile Red, multiplex. AID 485275, 2010. actives 0.44% (n = 330,000). inhibition, % at 10 µM. S. cerevisiae Candida pump triplex;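 active = plate passing quality check with inhibition over a set limit, or well fluorescence over plate mean plus 4 SD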;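 note: Nile Red retained in pooled yeast measured as flow cytometry median fluorescence; 0% = buffer negative control and 100% = Enniatin B positive control; higher means more Nile Red kept so more efflux inhibition; some compounds called inactive have numbers as strong as hits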
# Starred values were filed as active, the others as inactive; / = no result given. Outcome played no part in choosing rows; about 2.3% have a hit in one of these screens.
SMILES,MCL1-BIM inh,GLD-1 TGE inh,Yeast superoxide,EBNA-1 inhibitor,ZTA counter,Fam108B counter,MEX-5 binding,BCLXL inh,Efflux pump inh
COc1ccc(-n2c(=O)cc(N3CCN(c4ccccc4OC)CC3)[nH]c2=O)cc1,1,2,108,-3,9,-1,/,-3,-0.1
COc1ccc(Nc2nc(CC(C)=O)ns2)cc1,6,4,100,3,0,5,1.1,6,0.0
COc1cc(CNCc2cccs2)ccc1OCc1ccccc1,-9,1,95,-6,-12,-10,-2.0,0,-0.1
CCOC(=O)C1(Cc2ccccc2)CCCN(Cc2ccc(OCC)c(CO)c2)C1 (centres undefined),-3,-2,109,-5,3,1,0.0,6,0.2
COc1cccc(NC(=S)N(CCN(C)C)C(C)c2ccncc2)c1 (centres undefined),3,4,107,-10,-32,-2,-0.8,6,-0.2
CN(c1ccccc1)c1ncccn1,5,10,94,10,-8,-2,-0.9,4,0.1
Cc1ccc(CNC(=O)CSc2nc(N3CCCCC3)nc(N3CCCCC3)n2)cc1,2,9,106,-13,-8,0,-1.6,5,0.0
CCCc1nnc(NC(=O)CCC(=O)NCCc2ccc(OC)c(OC)c2)s1,-3,1,108,6,2,0,-0.4,1,0.0
Cc1sc(NC(=O)CN(Cc2ccccc2)C(=O)C2CC2)c(C(N)=O)c1C,1,-6,92,-4,-3,5,-1.7,0,-0.1
O=C(CCCn1c(=O)[nH]c2ccsc2c1=O)N1CCCCC1,8,1,104,-7,-20,-2,0.5,7,0.1
CCS(=O)(=O)N1Cc2ccccc2CC1C(=O)NCCc1ccccc1 (centres undefined),-5,3,104,-6,0,-8,-1.6,2,0.9
c1ccc(NC2=NCCN2CCCC2CCCC2)cc1,-1,-1,108,-16,-6,1,/,4,-0.2
COc1cc(CC(=O)N/N=C/c2ccccc2)c([N+](=O)[O-])cc1OC,-4,5,91,5,5,3,-0.4,0,0.0
COc1ccc(OC)c(S(=O)(=O)N2CCC(C(=O)N3CCCC3)CC2)c1,-2,-1,87,-3,-2,3,0.9,0,0.0
COC(=O)c1ccc2c(=O)n(CCN3CCOCC3)c(SCC(=O)Nc3cccc(OC)c3)nc2c1,-1,6,98,1,2,-2,0.3,7,0.2

# Part of the list above, bar-delimited.
SMILES | MCL1-BIM inh | GLD-1 TGE inh | Yeast superoxide | EBNA-1 inhibitor | ZTA counter | Fam108B counter | MEX-5 binding | BCLXL inh | Efflux pump inh
COc1cccc(NC(=S)N(CCN(C)C)C(C)c2ccncc2)c1 (centres undefined) | 3 | 4 | 107 | -10 | -32 | -2 | -0.8 | 6 | -0.2
COc1ccc(OC)c(S(=O)(=O)N2CCC(C(=O)N3CCCC3)CC2)c1 | -2 | -1 | 87 | -3 | -2 | 3 | 0.9 | 0 | 0.0
Cc1sc(NC(=O)CN(Cc2ccccc2)C(=O)C2CC2)c(C(N)=O)c1C | 1 | -6 | 92 | -4 | -3 | 5 | -1.7 | 0 | -0.1

# Going on with the list:
SMILES,MCL1-BIM inh,GLD-1 TGE inh,Yeast superoxide,EBNA-1 inhibitor,ZTA counter,Fam108B counter,MEX-5 binding,BCLXL inh,Efflux pump inh
CCC(c1nnc(SCCNCCO)n1CCN1CCOCC1)N(C)C (centres undefined),-9,1,110,0,19,3,-1.2,-5,-0.1
O=[N+]([O-])c1ccc(NCCCNS(=O)(=O)c2ccc(Cl)cc2)c(Cl)c1,8,0,95,9,10,-7,1.5,6,-0.2
O=C(CSc1nc(-c2ccccc2)cc(=O)[nH]1)N1CCc2ccccc21,3,-1,96,3,10,-2,/,8,0.0
O=C(Nc1cccc(S(=O)(=O)N2CCCCCC2)c1)c1ccc2ccccc2n1,-11,8,91,-4,0,-12,1.9,8,0.0
O=C(COC(=O)c1cccc(S(=O)(=O)N2CCc3ccccc32)c1)Nc1ccc(Cl)cn1,11,12,108,-9,-7,-13,1.2,12,0.4
Cc1cccc(N2CCN(C(=O)C3CCN(S(=O)(=O)c4c(C)noc4C)CC3)CC2)c1C,-7,0,100,7,-6,1,-0.9,2,0.1
Oc1[nH]c2ccc(Br)cc2c1N=NC(=S)NCC1CCCO1 (centres undefined),6,-5,110,-10,2,5,0.2,11,-0.1
O=S(=O)(c1ccc2c(c1)OCCO2)N1CCC(O)(c2ccc(Cl)cc2)CC1,-3,3,104,-7,-8,-9,-1.8,2,0.3
CC(=O)c1ccc(-n2c(-c3cc(-c4ccsc4)n[nH]3)n[nH]c2=S)cc1,-22,0,100,8,1,-3,-0.5,-13,-0.1
CSc1ccccc1C(=O)Nc1cccc([N+](=O)[O-])c1C,1,1,103,-7,-1,3,4.1,6,0.1
Cc1cccc(NC(=O)CN2CCN(CC(=O)Nc3cccc(C)c3)CC2)c1,-1,1,108,-15,12,1,-1.4,7,0.0
O=C(COC(=O)CCc1nc2ccccc2c(=O)[nH]1)NC(c1ccccc1)c1ccccc1,-12,-4,89,-3,-11,-12,-4.2,-3,0.0
COC(=O)C1=C(C)NC(C)=C(C(=O)OC)C1c1ccc(-c2cccc([N+](=O)[O-])c2)o1,3,0,86,-5,0,-5,-2.3,5,-0.1
O=C(NC1CCN(C(=O)N2c3ccccc3Sc3ccccc32)CC1)c1ccccc1F,-1,4,104,-10,-8,4,4.6,5,0.1
O=S(=O)(c1cccc2nonc12)N1CCN(c2ccc(F)cc2)CC1,-5,-2,107,4,-3,-3,0.2,3,0.1
O=C(c1ccccc1O)N1CCOCC1,3,-1,100,-6,-2,1,3.4,1,0.3
CCN(CC)C(=O)Cn1c(=O)oc2ccccc21,-4,3,94,-2,2,-2,1.1,1,-0.1
Nc1nc(SCC(=O)NCc2ccc3c(c2)OCO3)n[nH]1,-6,0,95,-1,-1,2,-0.9,-3,-0.1
CC(=O)Nc1cccc(-c2csc(Nc3ccccn3)n2)c1,-2,16,83,-4,-8,0,0.5,1,-0.1
CC(OC(=O)c1nsc(Cl)c1Cl)C(=O)NCc1ccco1 (centres undefined),1,-8,105,5,8,4,-0.3,5,-0.2
CCc1nnc(NC(=O)c2ccc(Cl)c(S(=O)(=O)N3CCc4ccccc4C3)c2)s1,2,4,83,6,-7,-11,2.4,0,0.2
O=C(COC(=O)C1CCN(c2ccc(C(F)(F)F)cn2)CC1)NCc1ccc(F)cc1,-5,1,102,1,7,4,1.8,2,0.0
CCc1ccc(C(=O)N/N=C/c2ccc(Cl)cc2Cl)nc1,5,3,89,-11,1,1,-0.7,2,-0.4
COc1ccc(OC)c2nc(-c3ccc4c(c3)OCO4)ccc12,2,6,94,4,-12,2,-0.5,6,-0.1
O=C(CCc1ccccc1)N1CCN(CCO)CC1,1,-4,100,8,-9,2,-3.2,2,0.3
CCOC(=O)c1ccc(S(=O)(=O)NNC(=O)COc2ccc(C)cc2)cc1,-7,2,104,15,10,4,-1.8,3,-0.1
COc1ccc(C(CNC(=O)Nc2ccccc2)N2CCN(C)CC2)cc1 (centres undefined),46*,0,98,-1,-3,-1,0.9,-1,0.0
COc1ccc(NS(=O)(=O)c2cccc(C(=O)OCC(=O)N3CCN(c4ccc(OC)cc4)CC3)c2)cc1,-3,1,108,-17,-25,3,-2.9,1,0.0
CCC1CCCCN1CCNS(=O)(=O)c1ccc2c(c1)oc(=O)n2C (centres undefined),7,-4,109,-10,4,3,1.3,-1,0.0
Cc1cccc([N+](=O)[O-])c1NC(=O)COC(=O)C1CCCO1 (centres undefined),-2,4,97,/,-20,/,/,2,-0.3
COc1ccc(NC(=O)Cc2nnc(SCC(=O)Nc3nccs3)n2C)cc1,5,2,110,-4,3,0,0.7,5,0.1
Cc1ccccc1CN1CCN(S(=O)(=O)c2cccs2)CC1,3,-2,100,2,-5,0,-0.9,10,-0.1
COc1ccc(S(=O)(=O)Cc2ccc(C(=O)N3CCN(c4cc(C)ccc4C)CC3)o2)cc1,-10,12,109,-15,8,-4,1.4,0,0.1
CC(C)(C)NC(=O)C(c1c[nH]c2ccccc12)N(C(=O)Cn1nnc(-c2ccc(Cl)cc2)n1)c1ccccc1F (centres undefined),-9,2,97,3,15,-10,2.8,-3,1.7
O=[N+]([O-])c1ccc(OS(=O)(=O)Cc2ccccc2)cc1,-9,-3,90,-8,-9,-6,1.4,-4,0.4
CCOC(=O)C(C)Sc1ccc2nnc(-c3ccc(F)cc3)n2n1 (centres undefined),-10,-8,79,-15,-6,-1,/,2,0.1
CCc1nnc(NC(=O)c2ccc(NS(=O)(=O)c3ccccc3)cc2)s1,5,1,106,1,-22,-2,1.6,8,-0.1
CCOc1ccccc1NC(=O)NC(C)c1ccc2c(c1)OCO2 (centres undefined),10,-3,105,3,-3,8,2.1,1,-0.1
CC(C)CC1=C/C(=C/c2ccc(-c3ccccc3)o2)C(=O)O1,-3,-4,94,7,6,1,0.5,4,-0.1
CCN(CC)c1ccc(C(=O)NNC(=O)CN2C(=O)NC3(CCCCC3)C2=O)cc1,9,-9,106,-1,-5,-1,-1.9,5,0.1
COc1ccc(NC(=S)N2CCNC(=O)C2CC(=O)Nc2cccc(Cl)c2C)cc1 (centres undefined),6,13,95,0,-10,-1,1.8,-2,0.0
NS(=O)(=O)c1ccc(CCNC2CC(=O)N(CCc3ccccc3)C2=O)cc1 (centres undefined),1,8,96,5,7,-4,/,6,0.0
O=C(CS(=O)(=O)c1ccccc1)N1CCc2ccccc21,-1,-2,110,1,10,-1,-1.4,5,0.0
C/C(=N\O)C(C)(C)Nc1cccc(F)c1,6,-5,84,-20,-10,1,-0.8,0,0.0
COc1cccc(OC)c1C(=O)NC(=S)NCc1ccccc1,11,3,101,0,8,4,1.5,6,-0.1
Cc1ccc(NC(=O)CCNS(=O)(=O)c2ccc3[nH]c(=O)oc3c2)c(C)c1,5,4,87,-4,16,-3,1.8,3,0.4
COc1cccc(CNC(=O)CN(C)S(=O)(=O)c2ccc3c(c2)n(C)c(=O)c(=O)n3C)c1,5,-2,107,-6,0,2,-1.2,3,-0.1
Cc1ccc(/C=C2/NC(=O)N(Cc3ccccc3)C2=O)o1,49*,50*,93,5,0,0,-1.6,38*,-1.1
COc1cc(OC)cc(C(=O)NCCc2cnc[nH]2)c1,4,3,118,-3,4,-2,2.5,-1,0.1
Fc1cccc(CSc2ccc3nnc(-c4ccccn4)n3n2)c1,-5,4,103,-4,5,-2,0.1,1,0.1
N=c1c2c(n(Cc3ccc(Cl)c(Cl)c3)c3c1CCC3)CCCC2,-2,-1,95,0,-11,-1,2.5,-1,0.4
COc1cc(/C=C/C(=O)NC(C)(C)C)ccc1OCc1ccccc1,-5,-7,96,0,-6,2,0.3,4,-0.1
Cc1cccc(NC(=S)N2CCN(c3cc(C)ccc3C)CC2)c1,-1,-1,114,3,-15,-2,1.3,3,0.3
Cc1ccc(N=Cc2ccc(N(C)C)cc2)cc1,-9,11,111,8,2,-3,-4.8,-3,0.0
Cc1cc2c(NC(=O)CCCC(=O)O)cccc2nn1,3,5,120,7,-1,-1,-1.7,7,0.1
CCC(=O)Nc1cccc(NC(=O)CSc2nnc(-c3ccc(NS(C)(=O)=O)cc3)n2CC)c1,0,-2,99,-3,-9,0,0.9,5,0.1
CCOc1ccccc1C1c2[nH]c3ccccc3c2C[C@H]2C(=O)N(C3CC3)CC(=O)N12 (some centres undefined),-8,4,137,4,-1,3,-0.9,-2,-0.1
